# Bioassay records: PubChem, National Center for Advancing Translational Sciences (NCATS)
# TGFb SMAD3 inh = TGF-b pathway inhibition | Potency, µM (doses to about 46.1 µM), inactives show at the highest dose activity, negative = inhibition, hits mostly inhibitors | HepG2 CAGA-GFP TGF-b/SMAD3 reporter, GFP fluorescence, 18 h; TGF-beta stimulated, 500 pg/mL final | actives 1.2% (n = 410,000); note: potency is the fitted concentration of half-maximal effect; % is set by controls: 0 for no effect and ±100 for the full control effect; nearly all actives have a fitted effect of over 65% in size
#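 First, reporter cells (HEPG2 CAGA-GFP) rested 2 h at 37 degrees C. Next, compounds were pinned in and TGF-beta added to 500 pg/mL final. After 18 h, GFP was imaged per cell and summed per well.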
# Nrf2 block = Nrf2 pathway inhibition | actives 2.1% (n = 360,000) | AID 504444 | Potency, µM (doses to about 46 µM), for inactives: top-dose activity change, negative = inhibition, usual class: inhibitors | A549 ARE-Fluc reporter, luciferase luminescence, 18-24 h; note: potency is the fitted concentration of half-maximal effect; % is set by controls: 0 for no effect and ±100 for the full control effect; nearly all actives have a fitted effect of over 60% in size
#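 Quantitative HTS in A549 cells stably bearing an antioxidant response element-firefly luciferase construct. Inhibition of Nrf2-driven transcription was scored by luminescence after 18-24 h of compound exposure at 37 °C.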
# Nrf2 activator = Nrf2 pathway activation; AREc32 ARE-luciferase reporter (MCF7-derived line), luminescence, 24 h; Potency, µM (top dose mostly 46.1 µM), inactives show at the highest dose activation, most hits filed as activators; actives 0.31% (n = 410,000); AID 624171; note: potency is the fitted concentration of half-maximal effect; % of control where 0% means no effect; nearly all actives have a fitted effect of over 65% in size
#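 AREc32 cells carrying an ARE-driven firefly luciferase reporter were seeded at 1000 cells/well in OPTI-MEM with 5% FBS, then exposed to compound for 24 hr at 37 deg C. Luminescence was read with Steady-Glo after 30 min at RT.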
# CCT chaperon mod = changes cytosolic chaperonin activity. activity change, % (test concentration not listed), hits read low. purified chaperonin ATPase assay, HTRF ADP detection, 30 min. actives 0.3% (n = 360,000). AID 651819; in the data active = activity change below about -30%; note: % is set by controls: 0 for no effect and ±100 for the full control effect
#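 TRiC (40 or 20 nM final, by batch activity) in 30 mM Tris pH 7.4, 100 mM KCl, 5 mM MgCl2, 1 mM DTT was treated with compound at 76 uM single dose, then 10 uM ATP, 30 min at 37 °C. ADP was read by HTRF Transcreener.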
# EPAC2 antag = antagonists of human EPAC2. Potency, µM (top dose mostly 114 µM), for the others: at the highest dose activity, negative = inhibition, usual class: inhibitors. actives 0.18% (n = 360,000). Q8WZA2. EPAC2 GEF exchange of Rap1B-BODIPY-GDP, fluorescence; note: potency is the fitted concentration of half-maximal effect; % is set by controls: 0 for no effect and ±100 for the full control effect; nearly all actives have a fitted effect of over 45% in size; many of its hits are not listed in these tables
# Target sequence (Q8WZA2 whole entry, looked up): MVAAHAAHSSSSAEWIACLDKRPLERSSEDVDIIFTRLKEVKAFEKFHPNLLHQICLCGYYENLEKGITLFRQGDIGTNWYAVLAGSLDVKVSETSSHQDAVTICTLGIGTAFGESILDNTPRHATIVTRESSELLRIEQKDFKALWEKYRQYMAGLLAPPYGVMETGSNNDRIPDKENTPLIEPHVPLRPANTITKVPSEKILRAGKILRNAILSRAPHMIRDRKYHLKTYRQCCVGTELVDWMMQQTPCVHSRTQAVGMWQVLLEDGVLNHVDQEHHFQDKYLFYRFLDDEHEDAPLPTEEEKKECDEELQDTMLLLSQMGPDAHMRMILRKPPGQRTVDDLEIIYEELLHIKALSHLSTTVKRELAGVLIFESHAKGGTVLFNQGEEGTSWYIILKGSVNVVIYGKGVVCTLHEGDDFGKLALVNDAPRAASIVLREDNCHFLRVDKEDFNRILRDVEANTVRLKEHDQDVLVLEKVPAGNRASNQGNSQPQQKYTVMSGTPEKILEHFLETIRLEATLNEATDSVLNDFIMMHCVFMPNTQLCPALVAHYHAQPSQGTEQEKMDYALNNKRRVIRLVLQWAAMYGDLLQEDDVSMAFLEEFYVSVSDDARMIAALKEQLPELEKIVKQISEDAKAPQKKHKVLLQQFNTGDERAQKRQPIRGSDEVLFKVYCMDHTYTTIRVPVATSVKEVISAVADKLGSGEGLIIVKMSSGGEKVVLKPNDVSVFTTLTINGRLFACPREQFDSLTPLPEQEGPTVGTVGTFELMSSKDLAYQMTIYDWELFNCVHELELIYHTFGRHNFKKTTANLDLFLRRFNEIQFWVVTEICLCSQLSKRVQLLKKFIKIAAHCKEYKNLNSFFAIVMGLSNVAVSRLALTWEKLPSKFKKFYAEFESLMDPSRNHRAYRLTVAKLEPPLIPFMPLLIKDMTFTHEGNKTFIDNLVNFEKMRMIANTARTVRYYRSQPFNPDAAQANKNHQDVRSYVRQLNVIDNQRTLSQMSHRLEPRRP
# A549 viability = kills or reduces viability of A549 cells in Nrf2 counter-screen | Potency, µM (titrated, usually from 46 µM), inactives show top-dose activity change, negative = cytotoxicity, actives largely listed as inhibitors | actives 0.16% (n = 390,000) | A549 ARE-Fluc cells, CellTiter-Fluor viability, 18-24 h | AID 504648; note: potency is the fitted concentration of half-maximal effect; % is set by controls: 0 for no effect and ±100 for the full control effect
#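 A549 ARE_Fluc cells in 5% FBS OPTI-MEM were exposed to compounds in concentration-response for 18-24 h at 37 deg C. Viability was read by CellTiter-Fluor fluorescence (Ex 405/Em 525) after 30 min, before the luciferase read.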
# MmCpn inh = inhibitors of Methanococcus maripaludis chaperonin (MmCpn); purified Mm-Cpn ATPase, ADP Transcreener TR-FRET; Potency, µM (series often up to 76.9 µM), for inactives: at the highest dose activity, negative = inhibition, most hits filed as inhibitors; actives 0.031% (n = 330,000); AID 504842; note: potency is the fitted concentration of half-maximal effect; % is set by controls: 0 for no effect and ±100 for the full control effect; nearly all actives have a fitted effect of over 80% in size
#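 TR-FRET (320 nm excitation; 590 and 665 nm emission) reports ADP made from 10 uM ATP by 25 nM enzyme; compounds were preincubated 10 min, reaction run 30 min, both at 37°C.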
# EPAC2 agonist = agonists of human EPAC2 (RAPGEF4). EPAC2 activation, biochemical qHTS; response scale: 100% = 6.5 mM cAMP response. Potency, µM (titrated, usually from 154 µM), without a hit: at the top dose activation, usual class: activators. actives 0.079% (n = 360,000). AID 720711; note: potency is the fitted concentration of half-maximal effect; nearly all actives have a fitted effect of over 50% in size
#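 Guanine nucleotide exchange by EPAC2 is measured as reduced fluorescence of BODIPY-GDP once it is released from 250 nM Rap1B. Plates are read kinetically for 30 min at room temperature; results are scaled to 6.5 mM cAMP.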
# Akt phos inh = blocks phosphorylation of Akt; AID 651550; Neuro2A IGF-stimulated pAkt S473 HTRF, 20 min; stronger effect = lower value; activity change, % for hits at 50 µM; actives 0.32% (n = 360,000); in the data active = activity change below about -80%; inconclusive = mostly about -51% to -80%; note: % is set by controls: 0 for no effect and ±100 for the full control effect
#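 Neuro2A cells (4,500/well, DMEM with 0.5% FBS) were treated with compound at a single 50 µM final concentration, stimulated with 6 nM IGF for 20 min at 37 °C, and lysed. Phospho-Akt Ser473 was read by HTRF as 665/615 ratio ×10^4.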
# Numbers without * were called inactive; i = inactive; u = inconclusive; x = not tested or not shown; [ ] = another dose, or the depositor's remark. Unless noted, calls come from the whole dose curve; as a rule, active = well fitted curve in the direction sought with a large enough effect; inconclusive = small, poorly fitted or top-dose-only effect, or another doubt; inactive = no such curve, though single readings can be large; an effect the other way counts as inactive or inconclusive.
structure	EPAC2 antag	Nrf2 activator	A549 viability	CCT chaperon mod	Nrf2 block	TGFb SMAD3 inh	EPAC2 agonist	Akt phos inh	MmCpn inh
O=C(COC(=O)C1CCCCC1)Nc1cccc(F)c1	-3.2%	-0.5%	2.4%	2.8	-0.7%	-5.5%	4.2%	i	-1.5%
CCN(CC)CCN1C(=O)/C(=C\c2ccc(Cl)c([N+](=O)[O-])c2)SC1=Nc1ccc(OC)cc1	-1.6%	-1.9%	-13.9%	-1.3	3.2%	u	26.7%	i	-2.4%
CCOc1ccc(C(=O)Nc2onc3c2CCCC3)cc1	x	6.9%	-4.4%	x	u	-5.4%	x	x	x
COc1cc(OC)c(OC)cc1/C=N/NC(=S)NCCN1CCOCC1	12.1%	3.2%	2.6%	-1.8	7.0%	-0.5%	12.6%	i	0.4%
COCCNC(=O)c1ccc2c(=O)n(Cc3ccco3)c(SCC(=O)Nc3ccc(OC)cc3OC)nc2c1	-9.4%	0.0%	-2.8%	-2.8	-14.0%	-1.7%	0.2%	i	1.8%
CCC(C(=O)NCc1ccccc1Cl)n1c(=O)c2cccn2c2ccccc21 (stereo not drawn)	x	0.5%	-7.7%	x	u	u	x	x	x
Cc1cccc(-c2nc3c4ccccc4nc(NCc4ccc(F)cc4)n3n2)c1	x	8.2%	7.9%	x	u	3.0%	x	x	x
O=C(N/N=C/c1cccs1)c1ccc2c(c1)OCO2	13.5%	-0.2%	8.6%	1.1	u	-6.6%	2.7%	i	2.6%
COc1ccc(CCNC2=C(Cl)C(=O)N(Cc3ccccc3)C2=O)cc1OC	-22.8%	1.8%	-10.6%	-3.5	u	-5.4%	9.1%	i	-0.9%
CCCC#Cc1ccc2c(c1)O[C@H](CN(C)S(=O)(=O)c1cccc(OC)c1)[C@H](C)CN([C@H](C)CO)S2(=O)=O	3.2%	-1.6%	x	1.3	x	u	-4.5%	i	x
CCOc1ccc(NC(=O)CN(C)C(=O)Cc2c(C)nc3ccccc3c2C)cc1OCC	-5.0%	0.7%	7.5%	-7.0	-8.2%	-21.9%	-4.3%	i	-1.8%
CN(C)/C=C1\C(=O)N(c2ccc(Oc3ccccc3)cc2)CS1=O (stereo not drawn)	4.7%	0.0%	0.1%	-1.5	3.6%	1.1%	3.7%	i	0.7%
CCN(CC)C(CNC(=O)c1cc(=O)[nH]c2ccccc12)c1ccccc1Cl (stereo not drawn)	2.4%	-0.1%	-0.9%	-22.9	12.7%	3.1%	6.2%	i	-2.1%
CCOc1ccc(N2C(=O)CN=C2Nc2ccccc2Cl)cc1	-1.7%	-0.1%	-7.1%	-3.1	-18.0%	1.2%	-3.3%	i	-1.4%
COCCCNc1oc(COc2ccc(Cl)cc2Cl)nc1C#N	-2.4%	8.0%	-4.0%	-2.9	-9.2%	-24.7%	17.4%	i	-3.1%
Nc1c(Br)cc(Br)c2c1-c1ccc([N+](=O)[O-])cc1C2	-9.5%	4.1%	-0.9%	-2.9	7.1%	-11.8%	14.0%	i	x
CCCCN(Cc1ccccc1)C(=O)C1CCCN(S(=O)(=O)c2cnc[nH]2)C1 (stereo not drawn)	8.9%	-0.4%	-1.0%	-5.1	-4.9%	-29.4%	2.5%	i	2.0%
COc1ccc(Cl)cc1NC(=O)Cn1c(=O)n(Cc2ccco2)c(=O)c2cccnc21	x	4.8%	1.6%	x	3.8%	13.6%	x	x	x
O=C(NCC(c1ccco1)N1CCc2ccccc2C1)c1ccccc1Cl (stereo not drawn)	-2.9%	0.2%	9.6%	-0.4	7.5%	3.6%	3.0%	i	1.6%
CCOc1c(O)ccc(/C=C2\SC(=S)NC2=O)c1[N+](=O)[O-]	56.2µM*	7.6%	u	-1.2	u	0.8%	2.1%	i	-1.8%
O=C(CCn1c2c(c3ccccc31)CCCC2)NNC(=O)c1ccccc1C(=O)O	5.2%	-0.4%	1.7%	-1.8	7.3%	-8.8%	14.4%	i	1.0%
Cc1ccc(S(=O)(=O)N2CCC(C(=O)N/N=C/c3ccccc3[N+](=O)[O-])CC2)cc1	-1.9%	0.2%	-2.6%	-1.6	-22.2%	0.0%	13.3%	i	2.0%
COC(=O)c1sccc1N(C)S(C)(=O)=O	0.1%	-0.1%	2.3%	-2.3	-1.8%	-1.0%	12.1%	i	-0.2%
Cc1nc(Nc2ccc(F)cc2)[nH]c(=O)c1CCC(C)C	-20.3%	0.1%	u	0.3	14.6µM*	u	-3.5%	i	1.6%
O=S(=O)(NCC1CCCO1)c1cc(Br)c(Br)s1 (stereo not drawn)	4.4%	0.0%	4.0%	-1.4	-0.2%	u	-10.4%	i	0.8%
Fc1cccc(Cc2noc(CN3CCN(C4CCc5ccccc5C4)CC3)n2)c1 (stereo not drawn)	16.3%	0.9%	-0.4%	0.7	-16.2%	-21.9%	2.7%	i	0.0%
CNC(=O)c1cc(C(=O)c2ccc(F)cc2Cl)c[nH]1	4.2%	3.1%	7.0%	-1.5	4.6%	-7.2%	5.3%	i	-1.1%
Cc1nc(/N=C(\N)NC(=O)NC2CCCCC2)nc2ccccc12	-4.6%	4.8%	u	0.5	u	12.6µM*	11.9%	i	-0.4%
COC(=O)c1ccc(NC(=O)CC2C(=O)N(c3cccc(C)c3)C(=O)N2Cc2ccco2)cc1 (stereo not drawn)	x	3.5%	-0.7%	x	14.6%	1.8%	x	x	x
COc1cc2c(cc1OC)C(C(C)C)=NC(C)(C)C2	-10.6%	-0.5%	-0.6%	-2.4	-12.0%	26.0%	9.1%	i	-5.3%
Cc1ccc(/C=N/N(C)C2=NS(=O)(=O)c3ccccc32)cc1	-3.2%	-0.6%	2.0%	1.0	13.8%	0.0%	-12.1%	i	-2.5%
OC(c1ccc(Cl)c(F)c1)c1ncc(-c2cccc(C(F)(F)F)c2)[nH]1 (stereo not drawn)	-13.8%	-3.0%	x	-0.1	x	u	-2.5%	i	x
Cc1cc(N2CCOCC2)nc(SCc2ccc(Cl)cc2Cl)n1	-18.0%	-0.2%	11.4%	-1.0	x	2.8%	12.1%	-109.9%*	-2.7%
CCN(CC)S(=O)(=O)c1cccc(C(=O)NC(C(=O)Nc2nnc(C)s2)C(C)C)c1 (stereo not drawn)	-2.9%	0.3%	-0.2%	-1.4	x	52.4%[activator]	-3.9%	i	-1.7%
Cc1nn(-c2ccccc2)c(C)c1/C=N/NC(=O)c1cc(O)cc(O)c1	4.3%	0.1%	-1.1%	-1.5	13.4%	3.7%	6.9%	i	-1.2%
COc1ccc(-c2cc(CNc3nc4cc(-c5ccccc5C)sc4c(=O)n3C)on2)cc1	9.1%	4.1%	x	0.8	x	u	9.9%	i	x
CSc1ncccc1C(=O)NCCc1ccc(S(N)(=O)=O)cc1	3.7%	-0.5%	-3.4%	-2.2	3.1%	15.4%	7.7%	i	0.6%
O=C(/C=C/c1ccc(Cl)cc1)NCCCN1CCOCC1	-4.6%	0.2%	-3.4%	-3.4	-3.7%	-1.7%	11.0%	i	0.1%
CCC(=O)Nc1ccc(NC(=S)Nc2ccccc2)cc1	9.7%	0.1%	-1.2%	-0.1	6.6%	17.6%	6.9%	i	-0.2%
CCn1c(SCC(=O)Nc2ccc3[nH]c(=O)[nH]c3c2)nc2ccccc21	-3.8%	3.6%	-5.2%	-2.9	-7.0%	4.8%	-7.5%	i	0.6%
COc1ccc(/C=N/NC(=O)CCN2CCCCC2c2cccnc2)cc1Cn1cc([N+](=O)[O-])cn1 (stereo not drawn)	13.4%	1.4%	-0.8%	-3.6	-3.9%	u	16.2%	i	u
O=C(COC(=O)/C=C/c1ccco1)NCc1ccco1	3.9%	3.7%	-5.9%	-1.5	-15.6%	-3.6%	1.7%	i	0.1%
COC(=O)c1c(C)[nH]c(C(=O)C(C)OC(=O)c2cc(C)oc2C)c1C (stereo not drawn)	6.7%	2.5%	-5.3%	0.0	u	-27.9%	-11.3%	i	-5.7%
CCn1c(C)nc2cc(S(=O)(=O)C(F)(F)C(F)C(F)(F)F)ccc21 (stereo not drawn)	1.9%	5.9%	-8.7%	-48.2*	u	u	-5.9%	i	0.0%
Cc1ccc(S(=O)(=O)N2C[C@H]3C(=O)C[C@@H](c4ccccc4)N(S(=O)(=O)c4cccc(C)c4)[C@H]3C[C@H]2c2ccccc2)cc1	-27.3%	8.9%	x	-0.4	x	u	1.3%	i	x
COc1c2c(cc3oc(C)cc(=O)c13)OC(C(C)(C)OC1OC(CO)C(O)C(O)C1O)C2 (stereo not drawn)	-2.0%	-0.4%	-4.4%	0.1	15.7%	0.2%	5.9%	i	-5.4%
CCOc1ccc(NC(=O)c2ccc(CSc3nnnn3C)cc2)cc1	-6.5%	-0.5%	2.9%	-2.8	-1.7%	u	4.7%	i	-10.9%

# Compound profiles, from the list above:
# CCOc1ccc(NC(=O)c2ccc(CSc3nnnn3C)cc2)cc1 as listed: EPAC2 antag: -6.5%; Nrf2 activator: -0.5%; A549 viability: 2.9%; CCT chaperon mod: -2.8; Nrf2 block: -1.7%; TGFb SMAD3 inh: u; EPAC2 agonist: 4.7%; Akt phos inh: i; MmCpn inh: -10.9%
# CCC(=O)Nc1ccc(NC(=S)Nc2ccccc2)cc1 as listed: EPAC2 antag: 9.7%; Nrf2 activator: 0.1%; A549 viability: -1.2%; CCT chaperon mod: -0.1; Nrf2 block: 6.6%; TGFb SMAD3 inh: 17.6%; EPAC2 agonist: 6.9%; Akt phos inh: i; MmCpn inh: -0.2%

# Only part of the results is shown; count on the stated rates, not on these rows.
